OX1R antag-1 – antagonists of human orexin 1 receptor | CHO/OX1R cells, Fluo-8 calcium fluorescence, orexin A | AID 434989 | inhibition, % at 5 µM | O43613 | 0.43% of 330,000 active;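 active = inhibition above its plate's threshold, mean inhibition of all tested compounds on the plate plus 3 SD, cut at about 37% in these data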;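 also: 0% = orexin A challenge wells and 100% = SB-334867-A antagonist wells; not every result past the cut was called active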
Target sequence (O43613 whole entry, looked up): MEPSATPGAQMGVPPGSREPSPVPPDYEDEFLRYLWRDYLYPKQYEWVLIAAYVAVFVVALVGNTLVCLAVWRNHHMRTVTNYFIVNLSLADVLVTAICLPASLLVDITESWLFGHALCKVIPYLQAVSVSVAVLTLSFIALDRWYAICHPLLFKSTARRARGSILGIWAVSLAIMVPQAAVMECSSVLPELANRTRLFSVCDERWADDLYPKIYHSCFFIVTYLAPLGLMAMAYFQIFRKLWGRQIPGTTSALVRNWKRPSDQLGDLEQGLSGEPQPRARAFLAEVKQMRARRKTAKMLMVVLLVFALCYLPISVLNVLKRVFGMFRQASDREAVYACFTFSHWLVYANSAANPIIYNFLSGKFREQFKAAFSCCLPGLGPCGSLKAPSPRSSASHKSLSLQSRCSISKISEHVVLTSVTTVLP
OX1R antag-2 – OX1R (human) antagonism | OX1R-expressing cells, FRET antagonist read-out | AID 485270 | 1.8% of 330,000 active | inhibition, % at 6.6 µM; in the data active = inhibition mostly above about 38%, no sharp cut-off; inactive = mostly below about 40%;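 also: 0% = agonist challenge alone and 100% = reference antagonist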
Starred values were filed as active, the others as inactive. Compounds were not picked by outcome; about 2.1% have a hit in one of these screens.

OX1R antag-1	OX1R antag-2	molecule
-38	24	O=C(NCCCn1ccnc1)c1cc(-c2ccc(Cl)cc2)nc2ccccc12
-19	3	CC(C)NCC(O)COc1c(F)cc(Br)cc1F (centres undefined)
-17	13	Cc1ccc2nc(NC(=O)C3CCN(c4ncnc5sc(C)c(C)c45)CC3)sc2c1
-28	6	C=CCNc1nc(-c2sc(NC(C)=O)nc2C)cs1
-19	18	COC(=O)Cn1cc(C#N)c2ccccc21
-2	10	N=C(N)SCc1cn2ccccc2n1
-10	-1	O=C(O)c1oc2ccccc2c1-n1cccc1
-28	10	COc1cccc(-c2nnc(SCC(=O)Nc3cc(C)on3)n2C)c1
-35	-3	CCOc1ccc(NC(=O)CN2CCN(CC(=O)Nc3cc(OC)cc(OC)c3)CC2)cc1
-13	14	COc1ccc(NC(=O)c2cn(-c3ccccc3)nc2-c2cc3ccccc3o2)cc1
-25	6	COc1ccc(Br)cc1CNC(=O)C1CCCN(S(=O)(=O)N2CC(C)CC(C)C2)C1 (centres undefined)
-31	21	COc1ccc(S(=O)(=O)N2CCCCCC2)cc1C(=O)N(C)Cc1ccccc1F
-13	46	O=C1NC(=O)/C(=C\c2ccsc2)N1
-29	0	CC(=O)c1sc(-c2ccccc2)cc1NS(=O)(=O)c1ccc(C)cc1
7	29	O=C(Nc1nc2ccc([N+](=O)[O-])cc2s1)c1ccc(S(=O)(=O)N2CCCc3ccccc32)cc1
-3	-2	COc1ccc(Cl)cc1NC(=O)CN(C)CC(=O)Nc1c(C)n(C)n(-c2ccccc2)c1=O
1	35	Cc1n[nH]c(=O)c2c(NC(=O)CSc3nnc(-c4ccncc4)n3C)oc(C)c12
-37	13	COc1ccccc1NC(=O)/C(=C\c1cccnc1)NC(=O)c1ccc(C)cc1
-3	11	CCOC(=O)c1ccc(N/C=C/C(=O)C(C)(C)C)cc1
-2	11	COc1ccccc1C(=O)NCCC(=O)NCc1cccs1
-4	10	CCOc1ccc(NS(=O)(=O)c2ccc(C(=O)NCC(c3ccco3)N(C)C)cc2)cc1 (centres undefined)
-17	8	CC1=CC2=NC(=O)CC(C)(C(=O)N(CC(=O)NC3CCCC3)c3ccccc3F)N2C=C1 (centres undefined)
-8	18	CC1CCCCN1C(=O)c1ccc(COc2ccc([N+](=O)[O-])cc2)o1 (centres undefined)
-24	18	O/N=C/c1cc2ccccc2n1Cc1ccccc1F
-3	1	O=C(/C=C/c1ccc(F)cc1)c1ccc(N2CCOCC2)cc1

Next section; it opens with the 2 that closed the last part.
OX1R antag-1	OX1R antag-2	molecule
-24	18	O/N=C/c1cc2ccccc2n1Cc1ccccc1F
-3	1	O=C(/C=C/c1ccc(F)cc1)c1ccc(N2CCOCC2)cc1
-28	9	O=C(c1ccc2c(c1)OCO2)N(Cc1ccco1)C1(C(=O)NC2CCCCC2)CCCCC1
1	54*	O=C1N=c2ccccc2=C1c1sc(Nc2cccc(O)c2)nc1O
-29	6	COc1ccc(OC)c(NC(=O)C23CC4CC(C2)CC(n2cnc(Br)n2)(C4)C3)c1
-25	18	CCOC(=O)C1(CC2CC2)CCN(Cc2cn[nH]c2-c2ccccc2)CC1
-22	32	CC(=O)NS(=O)(=O)c1ccc(NC(=O)c2cc(-c3ccc(C)cc3)nc3ccccc23)cc1
-37	3	COc1ccccc1N1CCN(C2CCCN(Cc3cc(F)cc(F)c3)C2)CC1 (centres undefined)
-10	17	CCCN1CCC(NC(=O)Nc2cccc3ccccc23)CC1
-9	12	O=C(c1cc(COc2c(F)cccc2F)on1)N1CCc2ccccc2C1
6	22	COc1ccc(NC(=O)Nc2ccccc2C(N)=O)cc1
-27	13	C=C[C@@H]1c2cc(C)ccc2N(S(=O)(=O)c2ccc(C)cc2)[C@H](c2ccccc2)C1(C#N)C#N
-29	35	CCc1nc2ccccc2c(C(=O)OCC(=O)C(C)(C)C)c1C
-40	13	CN(C(=O)CC1C(=O)NCCN1CC(c1ccccc1)c1ccccc1)C(C1CC1)C1CC1 (centres undefined)
-10	31	CCc1cc(=O)n2c([nH]c3ccccc32)c1C#N
-12	1	O=C(NC(=S)NCCN1CCOCC1)c1ccc(F)cc1
-12	5	CCOC(=O)c1ccc(NC(=O)CC2OCCN(CC)C2=O)cc1 (centres undefined)
-9	6	CCS(=O)c1ccccc1C(=O)O (centres undefined)
-7	17	CCc1nc(N2CCCC2C(=O)O)c2oc3ccccc3c2n1 (centres undefined)
-18	22	Cc1cc(OC(C)C(=O)NCc2ccncc2)c2c(C)c(C)c(=O)oc2c1 (centres undefined)
5	3	CCCCNC(=O)N(O)C1N(/N=C/c2ccco2)C(=S)SC1(C)C (centres undefined)
-3	5	CC(C)CN(C(=O)CCC(=O)OC(C)C(=O)Nc1cccc(C#N)c1)c1c(N)n(CC(C)C)c(=O)[nH]c1=O (centres undefined)
1	7	Nc1ccc(Sc2nnnn2-c2ccccc2)c(Cl)c1
-29	3	COc1ccc(C2c3c(-c4ccccc4O)n[nH]c3C(=O)N2Cc2ccco2)cc1OC (centres undefined)
8	-3	C=CCn1c(C)nnc1SCC(=O)NC1CCCCC1
-19	0	Cn1c(SCC(=O)c2ccc(F)cc2)nnc1-c1ccccn1
-17	35	O=C(NCCN1C(=O)S/C(=C\c2ccc(Cl)c(Cl)c2)C1=O)C1COc2ccccc2O1 (centres undefined)

Retrieved by structure from the entries so far, 6 records:
OX1R antag-1	OX1R antag-2	molecule
-29	3	COc1ccc(C2c3c(-c4ccccc4O)n[nH]c3C(=O)N2Cc2ccco2)cc1OC (centres undefined)
-17	35	O=C(NCCN1C(=O)S/C(=C\c2ccc(Cl)c(Cl)c2)C1=O)C1COc2ccccc2O1 (centres undefined)
6	22	COc1ccc(NC(=O)Nc2ccccc2C(N)=O)cc1
-22	32	CC(=O)NS(=O)(=O)c1ccc(NC(=O)c2cc(-c3ccc(C)cc3)nc3ccccc23)cc1
-19	0	Cn1c(SCC(=O)c2ccc(F)cc2)nnc1-c1ccccn1
-9	6	CCS(=O)c1ccccc1C(=O)O (centres undefined)

(more compounds)
OX1R antag-1	OX1R antag-2	molecule
-9	10	NC(N)=NC(N)=Nc1ccc2ccccc2c1
-2	12	CC1=NN(C(=O)c2c(Br)c(C)nn2C)C(O)(C(F)(F)F)C1 (centres undefined)
-20	8	CC1CCN(C(=O)c2cc(-c3ccccc3O)on2)CC1
-9	7	CN(C)S(=O)(=O)Oc1ccsc1C(=O)Nc1ccc(Cl)c(Cl)c1
-18	7	COc1cc(OC)cc(Oc2ccc(S(=O)(=O)N3CCCCC3)cc2[N+](=O)[O-])c1
-2	2	Oc1ccccc1N1CCN(c2ncccn2)CC1
-33	26	O=C(c1cnn2c(C(F)F)cc(-c3ccccc3)nc12)N1CCCCC1c1cccnc1 (centres undefined)
-23	16	CCn1c2ccccc2c2cc(NC(=O)CSc3nnc(-c4cccc(C)c4)o3)ccc21
-25	11	O=C(c1ccc2c3n(nc2c1)-c1ccc(Cl)cc1CO3)N1CCOCC1
-15	3	Cc1cc(=O)[nH]c(N2CCc3ccccc3C2)n1
-6	8	C/C=N\NC(=O)COc1cc(C)ccc1C
-7	7	CCCCC1CCCC12NC(=O)NC2=O (centres undefined)
-12	-1	O=S(=O)(c1ccc2c(c1)OCCO2)C1CCC(S(=O)(=O)c2c(F)cccc2F)CC1 (centres undefined)
-9	2	NNC(=O)c1[nH]c2ccc(Br)cc2c1-c1ccccc1
-14	8	CC1CCCCC1NC(=O)CN(C)S(=O)(=O)c1ccc2c(c1)c(=O)n(C)c(=O)n2C (centres undefined)
-16	30	O=C(Nc1ccc(N2CCCCC2)cc1)c1ccccc1
-11	2	O=C1Nc2cc(Cl)c(Cl)cc2N(O)N1c1ccc(Cl)c(Cl)c1
3	-3	CCOc1ccc(OCCC(=O)NNC(=O)c2ccncc2)cc1
-25	3	COc1ccc(CNC(=O)CN(C(=O)c2csnn2)c2cccc3ccccc23)cc1
-21	26	COc1ccc(CN(Cc2cc3cccc(C)c3[nH]c2=O)C(=O)N(C)C)cc1
-6	10	CCN(CC(=O)Nc1ccc(NC(C)=O)cc1)C(=O)c1ccccc1Sc1ccccc1C#N
43	45	O=C(Nc1ccncc1)c1ccc2c(c1)C(=O)N(C1CCCCC1)C2=O
-11	-1	COCC(=O)Nc1ccc(F)cc1
-3	10	CC(=O)Nc1ccc(Oc2ncccn2)c(Cl)c1
-16	35	Cc1c(/C(O)=C2/C(=O)C(=O)N(CCN3CCOCC3)C2c2cccs2)cnn1-c1ccccc1 (centres undefined)

Brought forward from above: six compounds, then new ones.
OX1R antag-1	OX1R antag-2	molecule
-21	26	COc1ccc(CN(Cc2cc3cccc(C)c3[nH]c2=O)C(=O)N(C)C)cc1
-6	10	CCN(CC(=O)Nc1ccc(NC(C)=O)cc1)C(=O)c1ccccc1Sc1ccccc1C#N
43	45	O=C(Nc1ccncc1)c1ccc2c(c1)C(=O)N(C1CCCCC1)C2=O
-11	-1	COCC(=O)Nc1ccc(F)cc1
-3	10	CC(=O)Nc1ccc(Oc2ncccn2)c(Cl)c1
-16	35	Cc1c(/C(O)=C2/C(=O)C(=O)N(CCN3CCOCC3)C2c2cccs2)cnn1-c1ccccc1 (centres undefined)
-12	7	CSc1ccc(CCNC(=O)c2cc(-c3ccccc3)c(N3CCOCC3)s2)cc1
-10	21	COc1cccc(CC(=O)Nc2nc(-c3cc(OC)ccc3OC)cs2)c1
-2	15	Cn1c(CNC(=O)CNC(=O)Cc2ccc(F)cc2)cc(=O)n(C)c1=O
4	0	CC(=O)Nc1ccc(S(=O)(=O)N2CCN(CC(=O)N3CCOCC3)CC2)cc1
1	7	CC(C)Nc1ncnc2c1cnn2Cc1ccccc1Cl
-32	13	COc1ccc2oc(C(=O)OCC(=O)N(C)c3ccccc3)c(C)c2c1
4	12	CN1CCN(C(=O)CCn2c(=O)c3cccn3c3cccnc32)CC1
-6	13	O=C1NC2(CCCCCC2)C(=O)N1Cc1ccccc1Br
-25	25	Cn1c(=O)n(Cc2ccc(Br)cc2)c2ccccc21
-7	9	Cn1cnnc1SCC(=O)Nc1cccc(C(=O)O)c1
7	29	O=C(Nc1cccc(C(F)(F)F)c1)N(Cc1ccc(Cl)cc1)CC(O)C(F)(F)F (centres undefined)
-18	6	O=C(Nc1ncccc1O)c1c(O)c2ccccc2[nH]c1=O
-13	9	O=S(=O)(Nn1cnnc1)c1ccccc1
-15	23	CCOC(=O)c1cc2c(=O)[nH]c(C(Cl)(Cl)Cl)nc2o1
-7	22	O=C(CCCN1C(=O)/C(=C/c2ccccc2Cl)SC1=S)NNC(=O)c1ccccc1Cl
-19	17	COc1ccc(S(=O)(=O)N2CCCCCC2)cc1C(=O)N(C)Cc1cccc(OC)c1OC
-16	11	Cc1nc2ccccc2nc(C)c1=NOCc1cccc(Cl)c1
-20	9	COc1ccc(OCCC(=O)OCC(=O)NC2CCCCC2)cc1
-19	13	NC(=O)C1(N2CCCCC2)CCN(C(=O)CSc2nc3ccccc3o2)CC1
5	2	O=C(O)CSc1ccccc1C(=O)O
-12	69	O=C(NCCc1ccccc1)C1CCN(S(=O)(=O)c2cccc3nsnc23)CC1
-22	0	COc1cc(/C=C\C(=O)NCc2ccc3[nH]c(C)cc3c2)cc(OC)c1OC
-16	11	O=C(Cc1cccc2ccccc12)Nc1cccnc1
-29	8	COc1cccc(CNC(=O)CC2Sc3ccccc3NC2=O)c1 (centres undefined)
-31	15	Cc1ccc(C(=O)c2cc([N+](=O)[O-])ccc2N2CCOCC2)c(C)c1

Next part
OX1R antag-1	OX1R antag-2	molecule
-37	13	COc1ccccc1N1CCN(CCN(C(=O)c2ccc(F)cc2)c2ccccn2)CC1
7	12	O=C1/C(=C/c2ccc(F)cc2)SC(=S)N1CCCC(=O)N1CCCCC1CCO (centres undefined)
-22	-4	CC1CCN(CC(O)COc2ccc(OCC(O)CN3CCC(C)CC3)cc2)CC1 (centres undefined)
-4	5	O=C(OCC(=O)N1CCCc2ccccc21)c1cc(S(=O)(=O)N2CCOCC2)ccc1O
-1	4	Cc1ccccc1S(=O)Cc1ccc(C(=O)NC2CC2)o1 (centres undefined)
-34	28	Cc1ccc(S(=O)(=O)NCc2ccccc2)cc1C(=O)N1CC(C)CC(C)C1 (centres undefined)
-11	4	COC(=O)c1cccc(S(=O)(=O)N(Cc2ccco2)Cc2cc3cc(OC)ccc3[nH]c2=O)c1
-16	-4	CCCN(CCC)S(=O)(=O)c1ccc(C(=O)NNc2nc(-c3ccccc3)c3cc(Br)ccc3n2)cc1
-4	-9	NS(=O)(=O)c1ccc(NC(=S)NC2CCCCCC2)cc1
-9	4	Cc1ccc(N2C(=O)C3C(C2=O)N2C(c4cccs4)C4C(=O)N(c5ccc(C)cc5)C(=O)C4N2C3c2cccs2)cc1 (centres undefined)
2	15	N/C(=N\OC(=O)c1ccccc1Cl)c1ccccn1
-12	11	CCc1ccc(NC(=O)C2CC(=O)N=C(N)S2)cc1 (centres undefined)
-12	15	Cc1ccc(-n2ncc3c(Nc4cccc(C(=O)O)c4)ncnc32)cc1
-16	0	C=CCNC(=O)c1c[nH]c2ccc(S(=O)(=O)N(C)c3ccc(OCC)cc3)cc2c1=O
-9	6	Cc1cc(NC(=S)Nc2ccc(C)c(Cl)c2)n[nH]1
-26	20	Cc1oc2c(c(C)cc3oc(=O)c(CC(=O)NCCCN4CCCC4=O)c(C)c32)c1C
-6	12	S=C(NCc1cccnc1)NCc1cccnc1
-16	14	COc1ccc(Oc2nc3c(C)cccn3c(=O)c2/C=C(\C#N)C(N)=O)cc1
-1	11	CCN(C(=O)c1ccccc1Cl)c1ccccc1
1	22	CCCCN(Cc1cccs1)S(=O)(=O)c1ccc(-c2ccc(=O)[nH]n2)s1
-33	18	CCc1nc2ccccc2c(=O)n1NC(=O)c1c(O)c2ccccc2n(CC)c1=O
-1	36	CCCn1c(O)c(N=NC(=O)CNC(=O)c2ccncc2)c2ccccc21
-2	3	CC1(C)Cc2c(sc(NC(=O)c3ccc(S(=O)(=O)N4CCCC4)cc3)c2C#N)C(C)(C)N1
-10	31	O=c1cc(-c2ccccc2O)nc(-c2ccccc2)[nH]1
